# LDHA block – blocks human lactate dehydrogenase A; hit rate 0.15% among 480,000; activity change, % (values are at about 110 or 230 µM); purified LDHA, NADH/diaphorase-resazurin fluorescence; active compounds read low; in the data active means activity change below about -30%; inconclusive means mostly about -25% to -30%;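 further: plate controls were DMSO wells for no effect and wells without enzyme for full effect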
#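 LDH5 2 nM; NADH 0.06 mM, pyruvate 0.2 mM; 200 mM Tris pH 7.4, EDTA, Tween-20; 5 min RT. Detection: diaphorase 0.133 mg/mL + resazurin 37 µM, fluorescence ex540/em590 at 0 and 20 min; normalized to enzyme-free and DMSO wells.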
# ALOX12 inh – inhibitors of human 12S-lipoxygenase ALOX12. purified 12hLO, xylenol orange hydroperoxide absorbance. Potency, µM (titrated, usually from 108 µM), inactives show at the top dose activity change, negative = inhibition, hits mostly inhibitors. hit rate 1.1% among 580,000. P18054. AID 1671190; active means well fitted inhibition curve with a large enough effect; inconclusive means small, poorly fitted or top-dose-only effect, or another doubt; inactive means no such curve, though single readings can be large or run the other way; further: potency means the concentration at half of the fitted maximal effect
# Target sequence (P18054 whole entry, looked up): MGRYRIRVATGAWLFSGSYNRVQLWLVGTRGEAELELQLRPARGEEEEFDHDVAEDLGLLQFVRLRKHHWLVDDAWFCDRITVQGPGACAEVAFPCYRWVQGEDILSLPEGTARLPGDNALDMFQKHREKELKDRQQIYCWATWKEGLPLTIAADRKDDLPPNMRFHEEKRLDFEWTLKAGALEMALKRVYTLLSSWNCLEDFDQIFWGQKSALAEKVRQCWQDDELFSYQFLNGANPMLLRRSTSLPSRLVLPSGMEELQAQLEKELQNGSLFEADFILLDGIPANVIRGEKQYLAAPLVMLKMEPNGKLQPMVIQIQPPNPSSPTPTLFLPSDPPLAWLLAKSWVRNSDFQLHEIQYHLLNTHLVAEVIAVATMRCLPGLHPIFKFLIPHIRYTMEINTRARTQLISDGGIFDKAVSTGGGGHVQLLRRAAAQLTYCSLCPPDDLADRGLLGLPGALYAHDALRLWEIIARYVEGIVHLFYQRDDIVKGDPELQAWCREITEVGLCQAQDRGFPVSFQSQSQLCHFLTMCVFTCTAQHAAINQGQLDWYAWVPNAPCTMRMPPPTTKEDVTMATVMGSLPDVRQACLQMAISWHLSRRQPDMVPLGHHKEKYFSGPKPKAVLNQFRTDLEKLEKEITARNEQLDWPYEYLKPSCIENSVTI
#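 Purified human 12hLO at 150 nM in 25 mM Hepes, 0.01% Triton X-100, pH 7.0, preincubated 15 min at room temperature with compound. Reaction started with 40 uM arachidonic acid, 30 min at room temperature. Hydroperoxide measured by Fe-xylenol orange, 573/405 nm absorbance ratio.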
# An asterisk follows results filed as active; ? = inconclusive; & = joins results of further samples; [ ] = dose if it differs, or a comment. Unless noted, on the % scale 0 is the no-effect control and ±100 the full control effect.
SMILES,LDHA block,ALOX12 inh
CCCC(=O)N1CCC1(C)C(=O)Nc1ccc(OC(F)F)cc1 (stereo unspecified),-4,27%
CCc1nc2ccc(C(=O)NCCCn3ccnc3)cn2c1N(CC)CCN(C)C,-5,0%
NC(=S)Nc1cccc2ncccc12,-22,?
O=C(NCc1ccccc1)C1C(=O)Nc2ccccc2C(=O)N1C1CCCC1 (stereo unspecified),-3,0%
CC(=O)NC(CC(=O)N(CC(F)(F)F)C1CC1)c1cccs1 (stereo unspecified),1,0%
C=CCNS(=O)(=O)c1cccs1,0,-9%
Cc1oc(-c2cccs2)nc1CC(=O)N1CCC2(CC1)NC(=O)NC2=O,-2,-10%
COc1ccc(S(=O)(=O)NCC(=O)O)cc1OC,3,57%[activator]
CCN(CC)c1ccc(-c2nnc(SC(C)C(=O)NC3CCCCCC3)o2)cc1 (stereo unspecified),-8,-56%
CC(=O)Nc1ccc(NC(=O)COC(=O)Cc2cccc3ccccc23)cc1,3,0%
O=C(O)CC1(CC(=O)O)CCCC1,6,-41%
CCOC(=O)c1cc(-c2ccc(S(=O)(=O)Nc3c(C)cccc3C)s2)on1,0,6%
O=C(NCc1cccs1)c1ccc2c(c1)OCCCO2,-4,13%
CC(C)CCn1c(SCCO)nc2c1c(=O)[nH]c(=O)n2C,-1,-3%
O=C(CCc1c[nH]c2ccccc12)N1CCCCCC1,-4,0%
CCOc1ccccc1Oc1coc2cc(OC(=O)c3ccc(F)cc3)ccc2c1=O,-6,-22%
CCN(CC)C(=O)c1ccccc1NS(=O)(=O)C(F)(F)F,1,-50%
CCNC(=O)NC(=O)CN(CC)CC(C)C(=O)OC (stereo unspecified),-3,7%
N#C/C(=C/c1ccc2ncccc2c1)c1nc2ccccc2[nH]1,0,?
Cc1c(C(=O)N2CCOC(C)C2)cnn1-c1ccccc1F (stereo unspecified),1,31%[activator]
COc1ccc(C2CCCN2CC(=O)N2CCN(c3cccc(C(F)(F)F)c3)CC2)c(OC)c1 (stereo unspecified),-3,-25%
CCCOc1cccc(C(=O)Nc2ccc3oc(-c4cccnc4)nc3c2)c1,-3,?
CN(C)Cc1ccc(O)cc1,0,-26%
CC1=C(C(=O)N(C)C)CC(CC(=O)NCCN2CCOCC2)C(=O)N1CCCN1CCCC1=O (stereo unspecified),-6,?
CCN(CC)c1ccc(CC2C(=O)N(C)c3ccc(Br)cc32)cc1 (stereo unspecified),-19,?
O=C(NCCc1cccs1)Nc1nnc([C@H]2C[C@H](O)[C@@H](CO)O2)s1,-3,6%
COc1ccc(C(C)=O)cc1CN1CCC(CN(C)Cc2ccccc2)CC1,11,-18%
CC(=O)N1CCC2(CC1)CC(=O)c1ccc(OCC(=O)NCCC(C)C)cc1O2,1,8%
COC(=O)c1ccc2c(c1)S(=O)(=O)NC2C (stereo unspecified),-10,-170%
Cc1nc(NC2CC2)sc1C(=O)NCCc1ccccc1,0,20%
Cc1cccc(NC(=O)Cc2c(C)nc3nc(-c4cccs4)nn3c2C)c1C,?,?
NNc1cc(C(F)(F)F)ccc1Cl,3,?
CCNC(=O)C(C)Sc1nc(-c2ccco2)nc2ccccc12 (stereo unspecified),10,-11%
O=C(NCc1ccc(Cl)cc1Cl)C1CCCN(c2ncnc3nc[nH]c23)C1 (stereo unspecified),2,-2%
CC(=O)c1cccc(NC(=O)c2ccc3c(c2)NC(=O)C2CCCN32)c1 (stereo unspecified),3,?
OCCN1CCN(c2ncnc3c2ncn3[C@H]2CN(Cc3ccc4c(c3)OCO4)C[C@@H](CO)O2)CC1,-5,14%
CCCc1cc(=O)oc2cc(OCc3cc(C)ccc3C)ccc12,3,8%
O=C(Nc1ccc2c(c1)CCC2)c1ccc(F)cc1F,6,3%
O=C(NCc1ccccc1)C1Cc2c(-c3cccc(F)c3)ccnc2O1 (stereo unspecified),-2,-11%
Cc1cccc(NC(=O)c2cc(=O)c3c(C)cc(C)cc3o2)c1,1,2%
COc1ccc(C(C)=O)cc1COc1ccc2ccc(=O)oc2c1,-2,-103%
O=C(Cn1cnc2cc(F)ccc2c1=O)N(Cc1cccs1)c1ccc2c(c1)OCCO2,-1,9%
Cc1ccc(-c2csc(-c3cc4ccccc4oc3=O)n2)cc1,7,6%
O=C(CCNC(=O)c1ccccc1)NCc1coc(-c2cccs2)n1,-8,-14%
CCC(=O)c1sc(Nc2ccc(C)cc2C)nc1N,6,?
Cc1ccccc1S(=O)(=O)NC(=O)C1(C)CCN1C(=O)c1ccccc1CCc1ccccc1 (stereo unspecified),2,0%
CC1(C(=O)NCc2ccccc2)CSCC(=O)N1Cc1cccc(F)c1 (stereo unspecified),-5,0%
Cc1cc(NC(=O)CSc2nnnn2-c2ccc(C)c(C)c2)n(-c2ccccc2)n1,8,16%
N#Cc1nc(-c2ccccc2)oc1NCc1ccc2c(c1)OCO2,1,-9%
C(=N\C(/N=C/c1ccccc1)c1ccccc1)/c1ccccc1,?,4%
COC(=O)C[C@H]1C=C[C@@H](NC(=O)Nc2cccc(OC)c2)[C@@H](CO)O1,4,-15%
CC(=O)Nc1cccc(NC(=O)C(=O)N2CCN(C(=O)c3cc4ccccc4[nH]3)CC2)c1,3,-1%
NC(Cc1ccc(C(F)(F)F)cc1)c1csc(NC(=O)Nc2ccccc2Cc2ccccc2)n1 (stereo unspecified),-23,?
COc1cc(SC)ccc1C(=O)OCC(=O)NCc1ccco1,1,-7%
COc1ccc(-c2nc3c4ccccc4ccn3c2Cc2ccc(C)cc2)cc1OC,-9,-30%
Cc1ccc(S(=O)(=O)N2CCC(C(=O)N3CCC(CCc4ccc(O)cc4)CC3)CC2)c(C)c1,-17,?
CC(CNC(=O)c1cc2ccccc2oc1=O)(c1ccccc1)c1ccccc1,-23,?
NS(=O)(=O)c1ccc(N/N=C/c2cccc(Br)c2)c([N+](=O)[O-])c1,-7,-71%
O=c1c(Oc2ccccc2)coc2cc(O)ccc12,-11,8%
O=C(Nc1ccc(C(F)(F)F)cc1)c1cc(N2C(=O)CCS2(=O)=O)ccc1Cl,2,?
# (continued)
SMILES,LDHA block,ALOX12 inh
O=C(/C=C/c1c[nH]c2ccccc12)C(F)(F)F,-17,?
COc1ccc(C(C)NC(=O)CC(C)(C)C)cc1OC (stereo unspecified),5,-23%
Cc1nc2nc(CC(=O)Nc3ccccc3)nn2c(C)c1Cc1ccc(Cl)cc1,-6,?
COc1ccc(C(=O)Nc2oc3ccccc3c(=O)c2-c2ccc(Cl)cc2)cc1OC,2,-1%
CCCCN1CCN(c2nc3c(c(=O)[nH]c(=O)n3C)n2Cc2cc(C)ccc2C)CC1,3,?
Cc1nc2cc(NC(=O)c3cc(S(=O)(=O)Nc4ccc(C)c(Cl)c4)ccc3Cl)ccc2o1,10,?
O=C(CCCOC(=O)c1c(Cl)ccc(Cl)c1Cl)c1ccc(F)cc1,5,-44%
COc1ccc2nc(C(=O)Nc3ccccc3OC)ccc2c1,12,?
CC1CCc2c(C(=O)NC3CCCc4ccccc43)csc2C1 (stereo unspecified),14,0%
COCCN1C(=O)c2ccccc2C(C(=O)Nc2ccc(C(C)=O)cc2)C12CCCC2 (stereo unspecified),37,-6%
O=C(OCC(=O)c1ccc[nH]1)c1cccc(NS(=O)(=O)c2ccccc2)c1,-18,-11%
COc1ccc(OCc2nc(-c3cc(C)nc4ccccc34)no2)cc1,8,9%
CCOc1ccc(CCN2C(=O)C(=O)N([C@@H](CC(C)C)CN3CCC[C@H]3CN3C(=O)C(=O)NC[C@@H]3Cc3ccccc3)C[C@@H]2Cc2ccccc2)cc1,-6,-1%
CCCCCCCOc1ccc(/C=C/C(=O)O)cc1OC,3,-10%
COc1ccc(/C=N/O)c(OC)c1,-1,?
O=C(Nc1ccc(Cl)cc1)c1csc([C@H]2C[C@H](O)[C@@H](CO)O2)n1,-4,1%
CC(C)Cn1c(SCc2noc(-c3ccc(Cl)cc3)n2)nnc1N1CCOCC1,0,2%
O=C(Nc1ccc2oc(-c3cccc(F)c3)nc2c1)c1cccc([N+](=O)[O-])c1,8,-11%
O=c1c2cc(Br)ccc2ncn1Cc1ncc(-c2ccccc2)o1,1,-14%
CCCCn1nnnc1C(c1cc2ccccc2o1)N(C)CCc1ccccc1 (stereo unspecified),1,1%
COc1ccc(OCCN2CCC(C(=O)NC(c3ccc(Cl)cc3)c3cnccn3)CC2)cc1 (stereo unspecified),-6,-5%
CCNC(=O)NC(=O)C(C)OC(=O)c1c(C)c(CC)nc2ccccc12 (stereo unspecified),-5,-1%
CCOc1ccccc1NC(=O)c1cc(-c2ccco2)nc2ccccc12,-1,11µM*
O=C(OCc1cccnc1)c1ccc(-c2ccccc2)cc1,10,49%[activator]
CC(C)(C)n1nnnc1C(c1cc2ccccc2o1)N1CCOCC1 (stereo unspecified),-14,0%
COc1cc(OC)cc(C(=O)Nc2ccc3oc(-c4ccc5ccccc5c4)nc3c2)c1,5,2%
CCNc1nc(-c2ccc3[nH]c(=O)oc3c2)cs1,5,?
Cc1ccc(COc2ccc3ccccc3c2C=O)cc1,15,2%
CC(C)NC(=S)N/N=C/C(Cl)=C/c1ccccc1,7,-25%
COc1cc(CN(C(=O)c2ccc3c(c2)OCC(=O)N3)C2CC2)ccc1OC(F)F,8,?
CCCN(Cc1ccc(OC)cc1)Cc1cc(=O)oc2ccc(OC)cc12,0,-7%
O=C1/C(=C/c2cccs2)Oc2cc(O)ccc21,-5&-1,?
c1coc(-c2nc(-c3cccs3)no2)c1,-1,?
CCC(C(=O)Nc1c(C)cc(C)cc1C)n1c2ccccc2c2nc(=O)cc(C)n21 (stereo unspecified),4,77%[activator]
Cc1ccc(NC(=O)CCn2nc(-c3ccccc3)c3ccccc3c2=O)cc1,1,4%
Cc1[nH]c2ccc(F)cc2c1CC(=O)N1CCCC1,-3,-1%
COc1ccc(/C=N/NC(=O)C(O)(CC(C)C)CC(C)C)cc1,-5,-7%
Cc1ccc(NC(=O)COCc2cc(-c3ccc(F)cc3)on2)cc1Cl,2,1%
Cc1cc(Nc2cccc([N+](=O)[O-])c2)nc2ccccc12,4,-10%
CC(C)OC(=O)c1ccc(NC(=O)CCc2ncc(-c3ccc(F)cc3F)o2)cc1,5,-3%
COc1ccc(-c2cc3nc(NCCCN(C)C)n(C)c(=O)c3s2)cc1OC,0,0%
CCC1CCCCN1S(=O)(=O)c1ccc2c(c1)c(=O)n(CC(=O)N1CCCC1)c(=O)n2C (stereo unspecified),-5,3%
CC(C)(C)C(=O)COC(=O)c1ccccc1Br,7,-75%
CNC(=O)CNC(=O)c1n[nH]c(=O)c2ccccc12,-15,33%
CCN(CC)S(=O)(=O)c1ccc(NC(=O)COc2ccc3c(C)c(C)c(=O)oc3c2)cc1,-3,1%
CCOC(=O)C1=CCN(S(=O)(=O)c2ccc(C)cc2)[C@H]1c1ccccc1Cl,-2,?
CNS(=O)(=O)c1ccc(Oc2ccc3c(C(C)C)cc(=O)oc3c2)c([N+](=O)[O-])c1,-1,1%
CCCCNC(=O)c1nc(C2CCN(S(=O)(=O)c3cccc(C(F)(F)F)c3)CC2)oc1-c1cccc(C(F)(F)F)c1,-4,0%
COc1ccc(OC)c(NC(=O)COC(=O)c2ccc(Cl)c(S(=O)(=O)N3CCCC3)c2)c1,4,-2%
O=C(NCCc1coc(-c2ccc(F)cc2)n1)Nc1ccc(F)cc1,11,7%
COC(=O)C1=C(C)N=C2SCCC(=O)N2C1c1ccc(C(C)(C)C)cc1 (stereo unspecified),9,15%
Cc1cccc(Nc2nc(NCc3ccc(Cl)cc3)nc(N)c2[N+](=O)[O-])c1,-1,?
N#Cc1cccnc1NCCNc1cnc2ccccc2n1,2,-3%
COc1cccc2[nH]c(C(=O)NCCCc3nnc4ccccn34)cc12,6,22%

# Gathered by group, those above containing a Cl atom
SMILES,LDHA block,ALOX12 inh
NNc1cc(C(F)(F)F)ccc1Cl,3,?
O=C(NCc1ccc(Cl)cc1Cl)C1CCCN(c2ncnc3nc[nH]c23)C1 (stereo unspecified),2,-2%
O=C(Nc1ccc(C(F)(F)F)cc1)c1cc(N2C(=O)CCS2(=O)=O)ccc1Cl,2,?
Cc1nc2nc(CC(=O)Nc3ccccc3)nn2c(C)c1Cc1ccc(Cl)cc1,-6,?
COc1ccc(C(=O)Nc2oc3ccccc3c(=O)c2-c2ccc(Cl)cc2)cc1OC,2,-1%
Cc1nc2cc(NC(=O)c3cc(S(=O)(=O)Nc4ccc(C)c(Cl)c4)ccc3Cl)ccc2o1,10,?
O=C(CCCOC(=O)c1c(Cl)ccc(Cl)c1Cl)c1ccc(F)cc1,5,-44%
O=C(Nc1ccc(Cl)cc1)c1csc([C@H]2C[C@H](O)[C@@H](CO)O2)n1,-4,1%
CC(C)Cn1c(SCc2noc(-c3ccc(Cl)cc3)n2)nnc1N1CCOCC1,0,2%
COc1ccc(OCCN2CCC(C(=O)NC(c3ccc(Cl)cc3)c3cnccn3)CC2)cc1 (stereo unspecified),-6,-5%
CC(C)NC(=S)N/N=C/C(Cl)=C/c1ccccc1,7,-25%
Cc1ccc(NC(=O)COCc2cc(-c3ccc(F)cc3)on2)cc1Cl,2,1%
CCOC(=O)C1=CCN(S(=O)(=O)c2ccc(C)cc2)[C@H]1c1ccccc1Cl,-2,?
COc1ccc(OC)c(NC(=O)COC(=O)c2ccc(Cl)c(S(=O)(=O)N3CCCC3)c2)c1,4,-2%
Cc1cccc(Nc2nc(NCc3ccc(Cl)cc3)nc(N)c2[N+](=O)[O-])c1,-1,?

# Not all compounds are listed; count on the stated rates, not on these rows.
